# Screening results from PubChem BioAssay.
# FLuc modulator – inhibits or activates purified firefly luciferase, miR-21 counter-screen. P08659. purified FLuc, Km substrates, luminescence inhibition. Potency, µM (titrated, usually from 57.5 µM), inactives show top-dose activity change, negative = inhibition, hits mostly inhibitors. 360,000 tested, 6.9% active. AID 588342; active = well fitted inhibition curve with a large enough effect; inconclusive = small, poorly fitted or top-dose-only effect;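 note: plate controls were vehicle for no effect and reference inhibitor for full effect; nearly all actives have a fitted effect of over 55% in size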
# Target sequence (P08659 whole entry, looked up): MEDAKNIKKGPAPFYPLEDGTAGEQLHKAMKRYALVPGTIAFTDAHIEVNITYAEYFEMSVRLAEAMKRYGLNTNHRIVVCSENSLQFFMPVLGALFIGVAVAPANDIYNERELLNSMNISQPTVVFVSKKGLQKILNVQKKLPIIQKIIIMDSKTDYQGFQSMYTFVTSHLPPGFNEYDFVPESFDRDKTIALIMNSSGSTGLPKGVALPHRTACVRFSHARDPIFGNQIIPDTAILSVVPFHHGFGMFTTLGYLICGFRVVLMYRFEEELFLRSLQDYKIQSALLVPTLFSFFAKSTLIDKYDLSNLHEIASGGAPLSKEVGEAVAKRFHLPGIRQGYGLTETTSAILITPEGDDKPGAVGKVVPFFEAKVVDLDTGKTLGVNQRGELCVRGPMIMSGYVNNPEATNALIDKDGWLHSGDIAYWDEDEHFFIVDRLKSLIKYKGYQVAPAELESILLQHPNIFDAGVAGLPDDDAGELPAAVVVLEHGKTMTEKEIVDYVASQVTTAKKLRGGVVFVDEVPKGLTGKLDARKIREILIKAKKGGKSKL
#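 Purified P. pyralis luciferase (10nM final) with 10uM D-luciferin and 10uM ATP (Km levels) in 50mM Tris acetate pH 7.5, 10mM Mg acetate, 0.01% Tween-20, 0.05% BSA; qHTS 6-point titration, ~60 µM downward; luminescence read.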
# An asterisk follows results filed as active; u = inconclusive. Potency is the fitted concentration of half-maximal effect.
SMILES,FLuc modulator
O=C(Nc1ccc(F)c(Cl)c1)c1cc(S(=O)(=O)N2CCCc3ccccc32)ccc1F,12µM*
CCc1ccc(C(=O)c2cn(CC(=O)Nc3ccc4c(c3)OCCO4)c3ccc(CC)cc3c2=O)cc1,0%
O=C(CSc1c2c(nc3cc(Cl)ccc13)CCCC2)N1CCN(c2ccccc2F)CC1,-14%
CCCCN(CC)C(=O)c1nn(C)c2c1CSc1ccccc1-2,6%
COc1ccc(C2C(=O)N(C3CCC(C)CC3)CC(=O)N2Cc2ccc(C)cc2)cc1OC (centres undefined),-7%
O=C(NCCc1ccccc1)c1ccc(Cn2c(=O)c3cccn3c3cccnc32)cc1,-1%
COc1cccc(COC(=O)c2ccc(-c3nnn(Cc4cccc(OC)c4)n3)cc2)c1,2%
Nc1c(-c2nc(-c3ccc4c(c3)OCO4)cs2)c2ccccn2c1C(=O)c1ccccc1,-11%
CCc1ccc2nc(N(CCN(CC)CC)C(=O)c3ccco3)sc2c1,2%
COc1ccc(/C=C/C(=O)Nc2ccc3nc4c(c(Nc5ccc(OC)c(OC)c5)c3c2)CCCC4)cc1,-6%
COc1ccccc1N1CCN(C(=O)Cn2ncc3ccsc3c2=O)CC1,5%
CCOc1ccc(-c2nnc(SCC(=O)NCCC(C)C)nc2-c2ccc(OCC)c(OC)c2)cc1OC,-4%
CCCCn1c(=O)c2oc3ccccc3c2n(Cc2ccc(C)cc2)c1=O,3%
Cc1cccc(NC(=O)c2cnn3c2NC(=C2CC2)C=C3C(F)F)n1,4%
CCc1ccc(S(=O)(=O)c2cn(Cc3ccccc3F)c3cc(OC)c(OC)cc3c2=O)cc1,-2%
CN1CCN(C(CNC(=O)C(=O)Nc2ccc(Cl)cc2)c2cccnc2)CC1 (centres undefined),-4%
Cc1ccc(CNC(=O)CSc2nc3n[nH]c(C)c3c(=N)n2-c2ccccc2Cl)cc1,-2%
COc1ccc(Nc2ncc(C(=O)N3CCN(c4cccc(Cl)c4)CC3)c3ccccc23)cc1,-1%
COC(=O)c1ccc(C2c3c(-c4ccccc4O)n[nH]c3C(=O)N2Cc2ccncc2)cc1 (centres undefined),5%
CCn1nc(C)c2c(-c3ccccc3)cc(=O)n(C(C)C(=O)NCc3ccccc3OC)c21 (centres undefined),-15%
CN(C(=O)CCc1nc(-c2ccccc2F)no1)c1ccc(Cl)cc1,-6%
COc1cccc(CNC(=O)C2CCN(C(=O)c3cnn(-c4ccccc4)c3-n3cccc3)CC2)c1,-14%
CC(C)c1nn2c(=O)cc(COC(=O)c3cccc(NC(=O)c4ccccc4F)c3)nc2s1,-10%
CCOc1ccc(NC(=O)CN2C(=O)COc3ccc(S(=O)(=O)Nc4ccccc4)cc32)cc1,u
CC(=O)c1cccc(NS(=O)(=O)c2cc3c(cc2C)n(C)c(=O)c(=O)n3C)c1,3%
Cc1cccc(NC(=O)CSc2nnc(N)s2)c1,-3%
Cc1ccc(C)c(NC(=O)c2cc(S(=O)(=O)N3CCc4ccccc4C3)ccc2F)c1,-1%
CCOc1ccc(NC(=O)CC2C(=O)N(c3ccccc3)C(=O)N2Cc2cccc(OC)c2)cc1 (centres undefined),-18%
CS(=O)(=O)c1ccccc1-c1nnc(NC(=O)c2ccc3c(c2)OCCO3)o1,u
COc1cccc(-c2noc(CCCC(=O)NCc3ccco3)n2)c1,-2%
COc1cc(Cl)c(NC(=O)C(NS(=O)(=O)c2cccs2)C(C)C)c(OC)c1 (centres undefined),-2%
C=C(C)CSc1nc2sc3c(c2c(=O)n1-c1ccccc1)CC(C(C)C)OC3 (centres undefined),-4%
COc1ccc(CNC(=O)CCC(=O)N2CC3CCCN3c3ccccc32)c(OC)c1 (centres undefined),-5%
COc1ccc(C)cc1NC(=O)C(=O)NCC(c1cccnc1)N1CCN(c2ccccc2F)CC1 (centres undefined),u
CCCCN1C(C(=O)c2ccccc2)=C(OC(=O)CC)c2ccccc2S1(=O)=O,-4%
COC(=O)c1ccccc1NC(=O)CCS(=O)(=O)c1nc(-c2ccc3c(c2)OCO3)cc(C(F)(F)F)n1,-6%
O=C(NCCc1ccccc1)C1COc2ccccc2C1 (centres undefined),-11%
COc1cccc(NC(=O)/C(C#N)=C\c2cn(Cc3ccc(Cl)cc3)c3ccccc23)c1,-2%
Cc1ccc(NC(=O)c2c(C)cc(C)nc2SCC(=O)Nc2ccc(Br)cc2)cc1,-10%
O=C(NCc1ccccc1Cl)C(=O)NCC(c1ccco1)S(=O)(=O)c1cccs1 (centres undefined),3%
Cc1nnc(N2CCN(c3ccccc3F)CC2)c2c1nnn2Cc1ccc(F)cc1,0%
COc1ccc(CC(=O)Nc2c(C(=O)Nc3ccccc3F)oc3ccccc23)cc1,1%
CCc1ccc(NC(=O)c2cc3sc(Cl)cc3n2C)cc1,5.4µM*
Cc1cccc(-n2nc(C)c(C(=O)N3CCN(c4ccccc4)CC3)c2-n2cccc2)c1,-11%
COc1ccccc1NC(=O)Cn1c(SCC(=O)NCc2ccccc2)nc2ccccc21,-9%

# Some of the entries so far, as tab-separated lines:
SMILES	FLuc modulator
CCCCN1C(C(=O)c2ccccc2)=C(OC(=O)CC)c2ccccc2S1(=O)=O	-4%
Cc1ccc(NC(=O)c2c(C)cc(C)nc2SCC(=O)Nc2ccc(Br)cc2)cc1	-10%

# Shown as labelled records: entries from further up.
> COc1ccc(CC(=O)Nc2c(C(=O)Nc3ccccc3F)oc3ccccc23)cc1
  FLuc modulator: 1%

> COc1ccc(C)cc1NC(=O)C(=O)NCC(c1cccnc1)N1CCN(c2ccccc2F)CC1 (centres undefined)
  FLuc modulator: u

> Cc1ccc(NC(=O)c2c(C)cc(C)nc2SCC(=O)Nc2ccc(Br)cc2)cc1
  FLuc modulator: -10%

> COc1ccccc1NC(=O)Cn1c(SCC(=O)NCc2ccccc2)nc2ccccc21
  FLuc modulator: -9%

# Continuation.
SMILES,FLuc modulator
Cc1ccc(NC(=O)CSc2cc(=O)n(C)c3ccc(Cl)cc23)c(Br)c1,2%
Cc1ccc(-c2noc(-c3cccnc3NCc3ccco3)n2)cc1,-14%
Cc1ccccc1CN1C(=O)c2ccccc2S(=O)c2ccc(C(=O)NC3CCC(C)CC3)cc21 (centres undefined),0%
COc1ccc(C2CC(=O)c3c([nH]c(C(=O)OC4CCCCCC4)c3C)C2)cc1OC (centres undefined),5%
COc1ccc(NC(=O)CC2C(=O)N(c3ccc(F)cc3)C(=O)N2CCc2sccc2C)cc1 (centres undefined),-6%
CCc1ccccc1NC(=O)C(=O)NCC(c1cccnc1)N1CCN(c2ccccc2F)CC1 (centres undefined),-8%
CCCCOC(=O)c1ccc(NC(=O)Cc2coc3c(C)c(C)ccc23)cc1,-4%
Cc1cc(S(=O)(=O)Nc2cc3c(cc2Cl)n(C)c(=O)c(=O)n3C)ccc1F,-16%
COc1ccc(C(=O)NCc2nc(-c3cccc(C)c3)no2)cc1OC,-10%
Cn1c(/C(C#N)=C/c2ccccc2Br)nc2ccccc21,7.6µM*
CCS(=O)(=O)c1ncc(N(Cc2ccco2)Cc2ccccc2F)c(C(=O)Nc2cccc(Cl)c2)n1,-2%
CCN(CC)S(=O)(=O)c1ccc2oc(C(=O)NCc3ccccc3OC)c(C)c2c1,-2%
COc1cc(OC)cc(-c2nc3nc(C)c(CCC(=O)Nc4ccc(C)c(C)c4)c(C)n3n2)c1,-5%
CCOC(=O)CCc1c(C)nc2c(-c3ccccc3)c(C)[nH]n2c1=O,-3%
Cc1ccc2c(=O)c(C(=O)c3ccc(F)cc3)cn(CC(=O)NC3CCCCC3)c2n1,-1%
COc1ccc(C2C(C(=O)Nc3ccc(C)cc3C)=C(C)Nc3nc(SCc4cccc(C)c4)nn32)c(OC)c1 (centres undefined),1%
CCc1nnc2c(Nc3ccccc3Br)nc3ccccc3n12,-3%
CCN(CC)c1ccc(-c2nc(-c3ccncc3)no2)cc1[N+](=O)[O-],u
CCN(c1ccc(Cl)cc1)S(=O)(=O)c1nnc(NC(=O)c2ccccc2C)s1,4%
Cc1ccc2c(=O)cc(C(=O)Nc3sc4c(c3C(=O)NCC3CCCO3)CCCC4)oc2c1C (centres undefined),1%
COc1ccc2c(Sc3ccc(Cl)cc3)c(C(=O)N3CCC(C)CC3)[nH]c2c1,-3%
CCOc1ccc(CCNC(=O)c2ccc(-c3nc(CSc4ccccc4)c(C)o3)cc2)cc1,0%
Cc1ccc(NC(=O)CN(Cc2ccccc2)S(=O)(=O)c2ccc3nc(C)sc3c2)c(C)c1,-8%
CCOc1ccc(CNC(=O)CS(=O)(=O)c2cccc3nsnc23)cc1,-3%
Cc1ccc(CN2CCSc3ccc(C(=O)Nc4cc(C)cc(C)c4)cc32)cc1,6%
CCOc1ccccc1CNS(=O)(=O)c1cnc(N)nc1,-2%
COc1cccc(-c2ccnc3c(-c4ccccc4)c(C)nn23)c1,11µM*
COc1cccc(-n2c(SCC(=O)Nc3cccc(Cl)c3)nc3c(oc4ccccc43)c2=O)c1,1%
O=C(C1CCC1)N1CCCc2cc(S(=O)(=O)Nc3ccc(F)cc3)ccc21,-13%
COc1ccccc1CNC(=O)COCc1cc(-c2ccc3c(c2)OCO3)on1,u

# An excerpt of the results above, for reference:
SMILES,FLuc modulator
COc1ccc(C2C(C(=O)Nc3ccc(C)cc3C)=C(C)Nc3nc(SCc4cccc(C)c4)nn32)c(OC)c1 (centres undefined),1%
CCc1nnc2c(Nc3ccccc3Br)nc3ccccc3n12,-3%

# Carrying on.
SMILES,FLuc modulator
O=C(Nc1ccccc1F)c1ccc(-c2ccccc2)s1,1.5µM*
O=C1c2[nH]nc(-c3ccc(Br)cc3)c2C(c2cccc(O)c2)N1c1ccc(Cl)cc1 (centres undefined),-2%
CCN(CC)S(=O)(=O)c1ccc2c(c1)N(CC(=O)Nc1c(C)cccc1C)C(=O)C1CCCN21 (centres undefined),1%
COc1ccc(OC)c(CCNC(=O)c2cc3cccc4c3n2CC(C)S4)c1 (centres undefined),2%
CC(C)c1ccc(NC(=O)CSC2=Nc3ccccc3C3=NC(CC(=O)NC4CCCCC4)C(=O)N23)cc1 (centres undefined),-15%
COc1ccccc1N1CCN(C(CNC(=O)C(=O)NCCN(C)C)c2cccnc2)CC1 (centres undefined),0%
Cc1ccc(/C=C/c2onc(C)c2S(=O)(=O)N2CCC(C(=O)N3CCN(c4ccccc4F)CC3)CC2)cc1,1%
CCOC(=O)c1cccc(NC(=O)c2cc(CN3CCOCC3)on2)c1,5%
O=C(NCCc1ccccc1)c1ccc2c(c1)N(Cc1ccccc1F)C(=O)c1ccccc1S2=O (centres undefined),-7%
Cc1ccc(CNC(=O)C2CCCN(c3ncnc4onc(-c5ccc(F)cc5)c34)C2)cc1 (centres undefined),2%
CCOC(=O)c1ccc(CN(Cc2ccc(F)cc2)S(=O)(=O)c2cc(C(=O)Nc3cccc(C(F)(F)F)c3)ccc2F)cc1,-4%
Cc1ccc(CNC(=O)C2CCCN(Cc3nc(-c4cccc(C)c4)oc3C)C2)cc1 (centres undefined),-16%
COc1ccc(CCN2CCC(CNC(=O)c3cnn(-c4cccc(Cl)c4)c3C3CCN(C(=O)OC(C)(C)C)CC3)CC2)cc1,3%
CCc1ccccc1N1C(=O)N(Cc2cccc(Cl)c2)c2ccccc2S1(=O)=O,-2%
COc1cc(NC(=O)CSc2nc(-c3cccs3)cc(C(F)(F)F)n2)cc(OC)c1OC,1%
CC(=O)N1CCC2(CC1)OC(=O)C(C)=C2C(=O)NCc1ccccc1Cl,-16%
CC1CCN(CCNC(=O)c2ccc(Cn3c(SCc4ccccc4)nc4cccnc43)cc2)CC1,12µM*
COc1cc(OC)c(NC(=O)c2c(C)oc3ncn(C)c(=O)c23)cc1Cl,-1%
CCOC(=O)N1CCc2c(sc3c2c(=O)n(Cc2ccccc2)c(=O)n3CC(=O)Nc2ccccc2F)C1,-6%
Cc1ccccc1C(=O)NCCc1sc(-c2ccc(Cl)cc2)nc1C,u
COc1ccc(C2C(C(=O)Nc3cccnc3)=C(C)Nc3nc(-c4ccccc4)nn32)cc1OC (centres undefined),0%
CCCCc1ccc(NC(=O)COc2cccc3c(=O)n(C)ccc23)cc1,-1%
CCOc1ccccc1NC(=O)Cn1ccn(-c2ccccc2)c(=O)c1=O,-1%
CC1CCN(S(=O)(=O)c2ccc3c(c2)N(CC(=O)N2CCN(c4ccccc4)CC2)C(=O)CO3)CC1,-3%
CCOc1ccc(-n2nc3cc(C)c(NC(=O)CC)cc3n2)cc1,u
COc1ccccc1C(=O)OCc1cc(=O)n2nc(C3CCCCC3)sc2n1,5%
COCCn1c(C)cc(O)c(C(c2ccc(OC)cc2)N2CCCCC2)c1=O (centres undefined),-5%
COc1cc(C(=O)NCC(c2ccc(N(C)C)cc2)N2CCc3ccccc32)cc(OC)c1OC (centres undefined),-8%
CCOc1cccc(C2c3c(-c4cc(C)ccc4O)n[nH]c3C(=O)N2Cc2ccco2)c1 (centres undefined),-16%
Cc1ccc(CNc2ncnc3c2nc2n3CCCC2)cc1,1%
CCOc1ccccc1CNC(=O)Cn1ncn2nc(-c3cccs3)cc2c1=O,6%

# Not all compounds are listed; rates above refer to the full screens.
